Bioassay records (PubChem)
OXTR potentiator: potentiators of human oxytocin receptor; 0.061% of 320,000 active; CHO-OTR cells, Fluo-8 calcium fluorescence, potentiator mode; 0% = oxytocin EC15, 100% = EC100; activation, % at 3 µM;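 active means activation above that plate's cutoff, the mean activation of tested compounds plus 3 SD, cut at about 6.6% in these data, passing the limit was not always enough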;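 further: 100% uses oxytocin at 75 nM as the full agonist control; some results filed as inactive read as strong as hits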
Target sequence (P30559 whole entry, looked up): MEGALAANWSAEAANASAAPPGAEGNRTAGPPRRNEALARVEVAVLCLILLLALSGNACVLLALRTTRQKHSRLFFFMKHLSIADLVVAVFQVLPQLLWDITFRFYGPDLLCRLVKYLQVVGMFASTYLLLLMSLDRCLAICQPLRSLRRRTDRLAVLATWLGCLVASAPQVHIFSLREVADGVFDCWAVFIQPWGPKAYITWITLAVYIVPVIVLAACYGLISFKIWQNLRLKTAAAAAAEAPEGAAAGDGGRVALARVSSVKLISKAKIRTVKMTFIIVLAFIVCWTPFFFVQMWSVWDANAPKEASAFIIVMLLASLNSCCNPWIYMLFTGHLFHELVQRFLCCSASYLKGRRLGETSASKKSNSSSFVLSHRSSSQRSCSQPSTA
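Material: human OTR in CHO cells. Compound: 3.0 µM, one dose. Timing: compound 6 min at room temperature before oxytocin, 100 s read. Evaluation: % activation of max/min ratio relative to oxytocin controls. Replication: single well per compound, singlicate. Signal: Fluo-8 calcium dye fluorescence.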
CHO parental Ca: counter-screen: ATP calcium response change in parental CHO cells; 0.63% of 330,000 active; AID 463079; parental CHO-K1, ATP-induced calcium, Fluo-8 fluorescence; inhibition, % at 5.6 µM;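 active means inhibition above that plate's mean sample inhibition plus 3 SD, cut at about 26% in these data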;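 further: 0% = ATP-challenged DMSO wells and 100% = DMSO wells without ATP; some compounds past the cut are filed as inactive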
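test system = CHO parental line | reagent = ATP stimulus | measured by = intracellular calcium via Fluo-8 no-wash fluorescent dye | control set = ATP and no-ATP DMSO wells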
* marks the source's active call; other numbers are inactive results. This is a subset (hit frequency here may not be typical).

SMILES	OXTR potentiator	CHO parental Ca
C#CCOCCOCCOCCNc1nc(N2CCN(C(=O)C([C@@H](C)CC)n3cc(C(N)COC(=O)C(F)(F)F)nn3)CC2)nc(N2CCN(C(=O)[C@H](CCCCN)n3cc(C(N)[C@H](C)CC)nn3)CC2)n1 (some centres undefined)	-4	-1
Cc1cc(C(=O)N/N=C/c2cc(Br)cc(Br)c2OC(=O)c2ccccc2)n[nH]1	-6	-18
O=C(/C=C/c1ccc(Cl)cc1)NC(=S)NN1CCCCC1c1cccnc1 (centres undefined)	-14	-26
COC(=O)[C@H](Cc1ccccc1)NC(=O)O[C@@H]1C(=O)c2cc(Br)ccc2O[C@H]1c1cccc(OC)c1	-9	-16
O=[N+]([O-])c1ccc(N2CCN(S(=O)(=O)c3ccccc3)CC2)cc1NCc1ccco1	-7	-2
C[C@H]1[C@@H](OC(=O)CCC(=O)O)O[C@@H]2OC3(C)CC[C@H]4[C@H](C)CC[C@@H]1[C@@]24OO3	-4	-12
CC1C/C(=C/c2ccco2)C(=O)/C(=C/c2ccco2)C1 (centres undefined)	-8	-5
C#CCOCCOCCOCCNc1nc(N2CCN(C(=O)CCCCCCCCCCNC(=O)[C@H](CCCCN)n3cc(C)nn3)CC2)nc(N2CCN(C(=O)CCCCCCCCCCNC(=O)[C@H](CO)n3cc(CCCSC)nn3)CC2)n1	-4	-22
O=C(NC(=O)c1ccccc1)NC1(C(F)(F)F)OCCO1	-4	-6
CC(=O)Nc1ccc(S(=O)(=O)Oc2ccc3c(c2)C(C)=CC(C)(C)N3)cc1	-12	30
CCn1ccc(C(=O)Nc2ccc(S(=O)(=O)Nc3ccccc3OC)cc2)n1	-16	-10
COCCn1c(-c2cc(OC)c(OC)c(OC)c2)nc2oc3cc(OC)ccc3c(=O)c2c1=O	-12	-15
COc1ccc(C2C=C(c3ccccc3)Nc3nc(CCCO)nn32)cc1 (centres undefined)	-15	-6
Cc1cc(C(=O)COC(=O)CCc2nc3ccccc3c(=O)[nH]2)c(C)n1CC1CCCO1 (centres undefined)	-1	-10
COc1cc(S(=O)(=O)Nc2ccccc2)ccc1N=Cc1c(C)[nH]n(-c2ccc(C)cc2)c1=O	-7	-10
O=C(NCCO)Nc1ccc2nc(-c3ccco3)c(-c3ccco3)nc2c1	-1	-8
CCCCNS(=O)(=O)c1ccc2nc(-c3cccnc3)cc(C(=O)NCCCOCC)c2c1	-6	-11
CCc1nnc(NC(=O)c2csc3c2CCC(C)C3)s1 (centres undefined)	-11	5
Cc1ccc(CNC(=O)Cn2c(=O)c3sccc3n(Cc3cccc([N+](=O)[O-])c3)c2=O)cc1	-4	-8
C=CCOc1ccccc1/C=c1\sc2nc(-c3oc4ccccc4c3C)nn2c1=O	-4	-3
CC1CCN(C(=O)c2cc(N3C(=O)C4C5CCC(C5)C4C3=O)ccc2Cl)CC1 (centres undefined)	-1	1
COC(=O)CCC(=O)OC1(C)C(=O)C=C2C=C(C3CC3)N(c3ccc(CO)cc3)C=C2C1=O (centres undefined)	-9	-3
CC1(C2(O)CC(c3ccccc3)ON2)CCCCC1 (centres undefined)	5	-17
O=S(=O)(Nc1nc2ccccc2nc1-[n+]1cccc(N=C([O-])c2ccccc2Cl)c1)c1ccccc1	-2	-2
Cn1nnnc1Sc1ncnc2scc(-c3cccs3)c12	0	-18

The listing continues:
SMILES	OXTR potentiator	CHO parental Ca
NC(=O)CC[C@@H]1NC(=O)[C@@H]2CCCN2C(=O)c2cc([N+](=O)[O-])cc(I)c2NCCC[C@@H](C(N)=O)NC1=O	4	-8
CC1CCC(C(C)C)C(OP(=O)(c2ccc(N(C)C)cc2)C(O)c2cccnc2)C1 (centres undefined)	-10	-25
CCCCCCNC(=O)N[C@@H](C(=O)NCCC[C@H]1CN2C(=NC[C@@H]2Cc2ccccc2)N1CCc1cccc(OC)c1)C(C)C	-18	-28
COc1ccc(CC(=O)Nc2cccc(C(=O)Nc3cccc(C)c3)c2)cc1	-10	-19
CCNc1nc(NCC)nc(ON=C(C)C)n1	-1	-17
CCC(=O)NCCNc1ccc([N+](=O)[O-])cn1	-4	-3
COc1ccccc1NC(=O)c1ccc([N+](=O)[O-])o1	-5	-5
O=C(O)c1coc2ccccc12	-5	-9
CCOc1ccc(C(=O)NC2=NCCS2)cc1	-8	-1
CCCCC/C=C\C/C=C\C/C=C\C/C=C\CCCC(=O)O	9.6*	-6
COc1ccc(/C=C/c2c(-c3cccc(C)c3)oc3ccc(-c4ccc5c(c4)OCO5)cc23)cc1	-2	-6
COc1ccccc1Oc1c(C)oc2c(CN3CCN(C)CC3)c(O)ccc2c1=O	-6	-13
O=C(c1ccc(-c2nc3ccccc3s2)s1)N1CCOCC1	-6	-9
Cc1ccc(Cl)cc1Nc1nc(-c2sc(NC(=O)c3cccc(Cl)c3)nc2C)cs1	1	-11
CC12OC1C1(O)CCCC1=CC2=O (centres undefined)	2	-3
COC(=O)c1ccc(OC(=O)c2ccccc2F)cc1	-3	-12
C#CCOCCOCCOCCNc1nc(N2CCN(C(=O)[C@H](Cc3ccc(O)cc3)n3cc(CCO)nn3)CC2)nc(N2CCN(C(=O)[C@H](Cc3ccc(O)cc3)n3cc(CCO)nn3)CC2)n1	5	14
CCCSc1sc(C(=O)OC)c(-c2cccs2)c1C#N	-15	-24
CSCCC1NC(=O)NC1=O (centres undefined)	-15	7
O=C1CCCCC1C(=O)c1ccccc1 (centres undefined)	-13	-10
CC1CCN(c2ccc(S(=O)(=O)Nc3cc(C(=O)O)cc(C(=O)O)c3)cc2[N+](=O)[O-])CC1	-3	-1
Cc1ccc(C)c(OCC(=O)N/N=C/c2c(C)nn(-c3ccccc3)c2Cl)c1	-7	-20
O=C(COc1ccc(Br)cc1)Nc1nnc(-c2cccnc2)s1	-3	5
C/C(=N\O)c1oc2ccc3c(C)cc(=O)oc3c2c1C	-6	2
COc1cc2c(cc1OC)C(C(=O)NCC1COc3ccccc3O1)C(c1cccnc1)N(C)C2=O (centres undefined)	-6	-6

Arranged by molar mass (rising): part of the list above.
SMILES	OXTR potentiator	CHO parental Ca
CC12OC1C1(O)CCCC1=CC2=O (centres undefined)	2	-3
COc1ccc(CC(=O)Nc2cccc(C(=O)Nc3cccc(C)c3)c2)cc1	-10	-19
C#CCOCCOCCOCCNc1nc(N2CCN(C(=O)[C@H](Cc3ccc(O)cc3)n3cc(CCO)nn3)CC2)nc(N2CCN(C(=O)[C@H](Cc3ccc(O)cc3)n3cc(CCO)nn3)CC2)n1	5	14

Later entries:
SMILES	OXTR potentiator	CHO parental Ca
O=C(N/N=C/c1c(O)ccc2ccccc12)Nc1ccccc1	-10	10
C/C(CC(=O)Nc1ccccn1)=N\NC(=O)c1ccncc1	-3	-12
Cc1c2c(nc3c(C(=O)NC4CCCCC4C)cnn13)CCCC2 (centres undefined)	-6	-12
NS(=O)(=O)c1ccc(-c2ccc(/C=C3\C(=O)Nc4ccccc43)o2)cc1	-12	-4
COC(=O)[C@]1(C)N[C@H](CN(C)S(=O)(=O)c2ccc(C(C)(C)C)cc2)[C@@H]2C(=O)N(C)C(=O)[C@@H]21	5	-17
CCc1ncc(C)[nH]1	-2	-3
Cc1ccsc1/C=N/NC(=O)C1C(=O)NCC1c1ccccc1 (centres undefined)	-7	-11
COc1cc(/C=C/C(=O)Nc2ccccc2C(F)(F)F)cc(OC)c1OC	-7	-11
CCNc1c2c3c(cccc3n(C)c1=O)C(=O)c1ccccc1-2	-35	69*
CC(C)On1c(SCC(=O)N(C)C)nc2ccccc2c1=O	-6	-12
C/C(=N\Nc1ccc(F)cc1F)c1cccs1	-10	-11
CCCc1nc(NCCCOCC)c2nnn(Cc3ccccc3)c2n1	-3	-21
Clc1nc(Cl)nc(-c2cn(-c3ccccc3)c3ccccc23)n1	-7	-4
COc1cccc(-c2cc(=O)c3cc(NC(=O)c4ccc(N(C)C)cc4)ccc3[nH]2)c1	0	-9
CC(=O)C1=C(C)NC(SCC(=O)c2ccc(C)cc2)=C(C#N)C1c1ccco1 (centres undefined)	-1	-24
CCN1/C(=C/c2ccc3ccc(C)cc3[n+]2CC)Sc2ccccc21	-11	80*
CC(C)OC(=O)CC(NC(=O)OC(C)(C)C)c1ccccc1 (centres undefined)	-3	-18
N=C(N)N1CCN(Cc2ccccc2)CC1	1	-12
CC(C)[C@@]1(c2ccccc2)ON(c2ccccc2C(F)(F)F)C1=O	-1	-16
O=C(CNCC1CCCCC1)Nc1ccc(N2CCCCC2)cc1	-2	-9
O=C(N/N=C/c1ccc2c(c1)OCO2)C(=O)Nc1ccc2ccccc2c1	-10	6
COc1ccc(NS(=O)(=O)c2ccc(NN=Cc3ccc(C(=O)O)cc3)c([N+](=O)[O-])c2)cc1	1	13
CCOC(=O)CC(N)c1ccc2c(c1)OCO2 (centres undefined)	2	-3
N#C/C(=C\c1cccs1)C(=O)c1ccccc1Cl	3	2
COC(=O)c1ccccc1NC(=O)CC(NCc1ccccc1)C(=O)O (centres undefined)	-4	1

Three compounds from above, sorted by the value under OXTR potentiator, high to low.
Structure | OXTR potentiator
N=C(N)N1CCN(Cc2ccccc2)CC1 | 1
COc1cccc(-c2cc(=O)c3cc(NC(=O)c4ccc(N(C)C)cc4)ccc3[nH]2)c1 | 0
C#CCOCCOCCOCCNc1nc(N2CCN(C(=O)C([C@@H](C)CC)n3cc(C(N)COC(=O)C(F)(F)F)nn3)CC2)nc(N2CCN(C(=O)[C@H](CCCCN)n3cc(C(N)[C@H](C)CC)nn3)CC2)n1 (some centres undefined) | -4

(more compounds)
SMILES	OXTR potentiator	CHO parental Ca
CCOc1cc(C(=O)OCc2ccc(C(=O)OC)o2)cc(Br)c1OC	-16	-32
CC1C2(C)OCC(C#N)(C(=N)O2)C1(C#N)C#N (centres undefined)	-4	-1
O=C(NCCc1ccccc1)c1ccc(-c2ccccc2C(F)(F)F)o1	-10	-23
COc1ccc(CC(=O)Nc2ccccc2Oc2ccccc2)cc1	-14	0
Cc1ccnn2cc3c(=O)n(C)c(=O)n(C)c3c12	-9	-8
O=C(CSc1nc(C2CC2)nc2ccccc12)N1CCc2ccccc2C1	2	-15
NNC(=O)c1ccccc1CO	0	-8
CCN(CC)C(=O)CSc1ncnc2c(-c3ccc(OC)cc3)nsc12	-5	-13
CCCC(=O)Nc1cccc(C(=O)Nc2ccccc2OCC)c1	-10	-14
Cc1noc(C)c1S(=O)(=O)N1CCC(C(=O)N2CCN(c3ccc(F)cc3)CC2)CC1	-3	-1
Cc1nc(NC(=O)c2ccccc2)sc1-c1csc(Nc2ccc(F)cc2)n1	-1	-7
CCCc1cc(SCC(=O)Nc2c(C)n(C)n(-c3ccccc3)c2=O)n2c(nc3ccccc32)c1C#N	-3	-18
O=C1C=CC(=O)N1c1ccc(I)cc1Cl	-13	1
CC(C)n1c(-c2ccccc2)nc(=S)c2c1CCCC2	-13	-6
NC(=O)c1ccc(N=Nc2c(O)c3ccccc3[nH]c2=O)cc1	-2	1
COc1ccc(S(=O)(=O)N2CCOCC2)cc1NC(=O)CSc1nnc2ccccn12	-5	-2
O=C(Nc1ccccc1)C1=C[C@H](c2ccc(C(F)(F)F)cc2)C[C@H](OCc2ccc(CO)cc2)O1	-6	-28
NC(=O)[C@H]1CC2(CC(c3cccc(NC(=O)[C@H]4CCC(=O)N4)c3)=NO2)CN1C(=O)CC(c1ccccc1)c1ccccc1 (some centres undefined)	2	-14
Cn1c2ccccc2c(=O)n2c(=O)c3ccccc3cc12	-1	-12
O=C1c2ccccc2C(=O)C1(O)O	-3	-9
NC(=S)NNC(=O)c1cccc(Br)c1	-2	3
CN=C1S/C(=C\c2cccn2-c2cccc(Br)c2)C(=O)N1C	-6	-20
COc1ccc(N2CCN(CCCNS(=O)(=O)c3c(C)noc3/C=C/N(C)C)CC2)cc1	0	-2
CN1CCN(C(c2cc3cc4c(cc3[nH]c2=O)OCCO4)c2nnnn2C2CCCC2)CC1 (centres undefined)	0	-1
Cc1ccc2nc3n(c(=O)c2c1)-c1ccccc1C(=O)NC3Cc1ccccc1 (centres undefined)	-1	-18

Full records, looked up by structure. Order of values: OXTR potentiator	CHO parental Ca
COC(=O)c1ccc(OC(=O)c2ccccc2F)cc1 is entered as -3	-12
O=[N+]([O-])c1ccc(N2CCN(S(=O)(=O)c3ccccc3)CC2)cc1NCc1ccco1 is entered as -7	-2
CC1(C2(O)CC(c3ccccc3)ON2)CCCCC1 (centres undefined) is entered as 5	-17
CC1CCN(c2ccc(S(=O)(=O)Nc3cc(C(=O)O)cc(C(=O)O)c3)cc2[N+](=O)[O-])CC1 is entered as -3	-1

Additional compounds follow:
SMILES	OXTR potentiator	CHO parental Ca
CC(=O)c1sc(NC(=O)COc2c(C)cc(Cl)cc2C)nc1C	-12	-12
O=C(COc1cccc2cccnc12)NNC(=S)Nc1ccccc1	-6	1
CC(=O)c1ccc(O[C@@H]2O[C@H](CO)[C@@H](O)[C@H](O)[C@H]2O)cc1	2	-10
CC(=O)OC1=C(O)C(=O)c2ccccc2C1=O	2	0
O/N=C/c1cc(Cl)ccc1OCc1cccc2ccccc12	-13	-8
NC[C@@]12CCCC1C1CCC2C1 (some centres undefined)	-17	-4
O=C(Nc1ccccc1)Nc1ccc(Oc2ncnc3cc(Cl)ccc23)nc1	-1	-6
c1ccc(-c2ccc(-c3ccccn3)nn2)nc1	0	-12
C/C(=C\c1ccco1)C1Nc2cccc3cccc(c23)N1	-6	4
CCCCCCCC#Cc1ccccc1/C=N/S(=O)c1ccc(C)cc1 (centres undefined)	-16	-10
Cc1ccc2cccc(OCC(=O)c3cc(C)n(Cc4ccco4)c3C)c2n1	-3	-23
Cc1c(NC(=O)c2c(N)n(-c3ccccc3)c3nc4ccccc4nc23)c(=O)n(-c2ccccc2)n1C	-1	-10
O=C(CN1C2=NCCN2c2ccccc21)N1CCOCC1	2	6
